Source: PubChem
K1F lysis inhibition: protection from phage-mediated lysis, alamar blue read-out – E. coli UTI89, K1F phage, bacterial capsule biogenesis inhibitors (AID 488966) | 0.02% of 340,000 active | one-dose inhibition, % at 100 µM; IC50 in µM for titrated hits | E. coli UTI89 K1F phage lysis, alamar blue, 2 h; higher % means a stronger effect;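 active means phage lysis inhibition, versus mean bacterial control, above a set limit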;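 further: capsule biogenesis inhibitors block K1F phage lysis so surviving cells raise fluorescence; higher fluorescence means more inhibition of phage lysis; actives were called in the ten point dose series up to 300 µM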
P. falciparum M1AAP: malaria alanyl aminopeptidase activity blockers – biochemical, fluorogenic H-Leu-NHMec substrate, 1536-well (AID 1445). recombinant M1AAP, H-Leu-NHMec fluorogenic kinetic assay; higher % means a stronger effect. inhibition, % at 30 µM; hits with a dose series show IC50 in µM. 0.42% of 220,000 active;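 active means primary inhibition above the hit cutoff, then over 50% inhibition at one or more dose response concentrations, cut at about 23% in these data, passing the limit was not always enough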;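 further: plate controls were DMSO full reaction for no effect and no enzyme background for full effect; strong numbers were not always called active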
ER stress rescue: rescue of cells from ER stress-induced death, primary screen, 384-well, CSM14.1, thapsigargin, ATP luminescence (AID 1222); 190,000 tested, under 10 active; cellular ATP content (survival), % at 20 µM, or EC50 in µM where a hit was titrated; CSM14.1 thapsigargin-induced death rescue, ATP luminescence; higher % means a stronger effect;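 active means EC50 below 50 µM in the dose-response confirmation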;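 further: death triggered by thapsigargin at about 15 µM added after 2 h compound pretreatment; cell ATP read after overnight thapsigargin exposure of roughly 18 to 22 hours; normalized against plate controls of thapsigargin alone and 5% DMSO vehicle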
MT stabilize HCS: microtubule stabilization, imaging screen. HeLa tubulin immunostaining HCS, 24 h; share of cells brighter than vehicle mean+2SD. % tubulin-high responders, % at 10 µM. 0.83% of 200,000 active. AID 2205;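 active means plate Z-score above 3 for both tubulin-high and condensed-nucleus cell shares, with cell loss under 80%, at 10 µM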;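 further: anti alpha tubulin signal scored within the nucleus-defined area of each cell; some results filed as inactive read as strong as hits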
Autophagy HCS: autophagy modulation, high-content screen; MEF GFP-LC3 puncta imaging; test concentration mostly 10 µM; calls only at 10 µM (by protocol); 0.98% of 190,000 active; AID 463193;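 active means percentage of spot-positive cells more than 3 SD above its plate mean, without a fluorescence outlier flag or 80% toxicity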;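 further: spot-positive cell cutoff set from DMSO-treated cells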
Insulin prom up: MIN6 insulin promoter up-regulation; MIN6 insulin promoter-GFP reporter, high-content imaging; active compounds read high; z-score at 5 µM; 0.3% of 190,000 active;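 active means z-score above 3 at 5 µM with at least 500 cells counted in the well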
b-catenin transl: beta-catenin nuclear translocation modulation; 0.3% of 190,000 active; AID 1665; HeLa beta-catenin nuclear translocation, immunofluorescence imaging; nuclear translocation activity, % at 5 µM;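 active means nuclear translocation activity above 50% at 5 µM, with a well cell count of 50 or more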;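 further: per-cell ratio of nuclear to cytoplasmic median beta-catenin stain intensity; plate controls were DMSO negative control for no effect and GSK-3 inhibitor IX positive control for full effect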
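Signal – beta-catenin immunofluorescence imaging with DAPI · Test system – human HeLa cell line · Dosing – 5 µM primary single dose, 0.1% DMSO, 0.02–20 µM confirmation series · Measure – % activation, nuclear-to-cytoplasmic median beta-catenin signal ratio per cell · Incubation – 24 h compound exposure at 37°C, 5% CO2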
M17LAP inhibition: P. falciparum M17LAP inhibitors, primary screen, biochemical, fluorogenic H-Leu-NHMec substrate, 1536-well (AID 1619). recombinant M17LAP, H-Leu-NHMec fluorogenic kinetic assay; higher % means a stronger effect. one-dose inhibition, % at 30 µM; IC50 in µM for titrated hits. 0.38% of 220,000 active;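 active means compound inhibiting the enzyme by more than half at any dose during confirmatory dose-response retesting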;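 further: plate controls were full reaction with DMSO carrier for no effect and no enzyme background for full effect; strong numbers were not always called active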
Dynein transport: dynein cargo transport inhibition. 0.47% of 220,000 active. AID 1381. 3617.4 mouse cells, GR-EGFP nuclear translocation imaging; test concentration mostly 20 µM; stimulated with dexamethasone, 1 µM; active compounds read low. z-score, hits read low;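 active means plate z-score of nuclear minus cytoplasmic receptor signal below a set negative limit, without overly bright fluorescence or cell loss, cut at about -3.5 in these data, passing the limit was not always enough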;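 further: z-score of nuclear minus cytoplasmic ring GR-EGFP intensity difference per well; some compounds called inactive have numbers as strong as hits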
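Also added: dexamethasone, 1.0 µM final. Medium: tet-free, stripped-serum medium. Detection: fixed, Hoechst-stained cells imaged at 10x for EGFP. Read-out: nuclear-to-cytoplasmic GR-EGFP distribution per well. Times: induction 48 h, compound 1 h, agonist 30 min.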
Dynein transport cytoplasmic EGFP: also measured in Dynein transport; calls as there; z-score; measured here: cytoplasmic GR-EGFP intensity; active compounds read high
Dynein transport nuclear GR-EGFP: recorded beside Dynein transport, whose call it bears; z-score; measured here: nuclear GR-EGFP intensity;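 lower value marks the stronger effect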
Dynein transport cell count: second read-out of Dynein transport, no call of its own (marks repeat the call); z-score; measured here: cell count per field
Insulin prom up cell count: recorded beside Insulin prom up, whose call it bears; cell count; measured here: cytotoxicity, nuclei count;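 total cells summed across four imaged fields per well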
b-catenin transl cell count 5 µM: second read-out of b-catenin transl, no call of its own (marks repeat the call); cell count; measured here: cell count, cytotoxicity flag
MT stabilize HCS Hoechst-high %: further read-out of MT stabilize HCS, marked with its call; % Hoechst-high responders; measured here: nuclear condensation Hoechst responders;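 share of cells brighter than vehicle mean plus two SD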
MT stabilize HCS cytotoxicity %: recorded beside MT stabilize HCS, whose call it bears; toxicity, %; measured here: cytotoxicity by cell density;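 0% = mean cell density of plate MIN control wells and 100% = no cells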
Autophagy HCS cell loss 18 h: second read-out of Autophagy HCS, no call of its own (marks repeat the call); toxicity, %; measured here: cell loss, nuclei count;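 cell loss after 18 h compound exposure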
The depositor's hits bear a star; i = inactive; . = no result given; [ ] = remark or other dose.

| mol | K1F lysis inhibition | P. falciparum M1AAP | ER stress rescue | MT stabilize HCS | MT stabilize HCS Hoechst-high % | MT stabilize HCS cytotoxicity % | Autophagy HCS | Autophagy HCS cell loss 18 h | Insulin prom up | Insulin prom up cell count | b-catenin transl | b-catenin transl cell count 5 µM | M17LAP inhibition | Dynein transport | Dynein transport cytoplasmic EGFP | Dynein transport nuclear GR-EGFP | Dynein transport cell count |
| --- | --- | --- | --- | --- | --- | --- | --- | --- | --- | --- | --- | --- | --- | --- | --- | --- | --- |
| CCN1CCN(Cc2c(C)[nH]c3ccc(C(=O)OC)cc3c2=O)CC1 | -0.2% | 6% | -2.4% | 2.7 | 2.6 | 6.8 | i | -6 | 0.27 | 1311 | . | . | -5% | 0.38 | -0.15 | 0.62 | 0.27 |
| Cc1nc(CS(=O)(=O)c2ccccc2)cc(N2CCOCC2)n1 | 0.1% | -2% | -0.6% | 0.7 | 1.4 | 5.9 | i | -1 | 0.68 | 1563 | -0.3 | 1407 | 1% | 0.18 | -0.16 | -0.095 | 0.27 |
| CC(C(=O)c1ccccc1)n1c(N2CCOCC2)nc2c1c(=O)n(C)c(=O)n2C (stereo unspecified) | 0.5% | -4% | 1.0% | 1.5 | 2.5 | 3.8 | i | 8 | 1.4 | 1386 | -0.1 | 698 | 2% | 1.5 | -0.12 | 1.3 | -0.34 |
| Cc1ccc(-c2cccc(C(=O)NCCc3ccccc3)n2)c2ccccc12 | 2.3% | -1% | -4.9% | 2.3 | 3.0 | 3.2 | i | 14 | -0.33 | 1202 | . | . | 1% | 0.3 | -0.29 | 0.47 | 0.42 |
| CCN(CC)CCSc1nc(O)c(C(C)C)c(=O)[nH]1 | -0.1% | 9% | 0.9% | 0.9 | 0.9 | 6.9 | i | 1 | 0.96 | 817 | -1.0 | 1124 | 0% | 0.95 | -0.2 | 0.92 | -0.27 |
| CCN(CCCNC(=O)CNC(=O)Cn1cnc2ccccc2c1=O)c1cccc(C)c1 | 0.2% | 10% | 0.7% | 3.7 | 2.0 | 1.1 | i | -3 | -0.37 | 1196 | -1.9 | 1110 | 7% | 2 | 0.034 | 1 | -2.4 |
| Cc1nccn1-c1c([N+](=O)[O-])c(=O)n(C)c2ccccc12 | 1.0% | 9% | . | . | . | . | . | . | -0.13 | 861 | -1.7 | 1399 | 19% | -0.98 | -0.13 | 0.11 | -0.29 |
| NC(=O)c1ccc(NC(=O)COC(=O)C2CC(=O)N(Cc3ccccc3)C2)cc1 (stereo unspecified) | 0.3% | -2% | 2.7% | 4.7 | 2.8 | 0.5 | i | -2 | 0.19 | 1201 | 0.7 | 1123 | 3% | 0.093 | -0.12 | 0.08 | -1.5 |
| CC1(OC(=O)C2CCCC2)C(=O)C=C2C=C(c3ccsc3)N(CC3CC3)C=C2C1=O (stereo unspecified) | -0.3% | 5% | . | . | . | . | . | . | 1 | 766 | -0.6 | 1162 | 4% | -0.92 | -0.83 | -0.43 | 1.4 |
| Cc1ccc(NCc2nnc(SCC(=O)N3CCc4ccccc43)n2C)cc1 | 2.2% | 0% | 1.0% | 1.8 | 1.4 | 3.3 | i | 48 | 0.13 | 1323 | -4.1 | 840 | -3% | -0.29 | -0.085 | -0.12 | 0.64 |
| CCOC(=O)CSc1nc2sc3c(c2c(=O)n1C1CCCCC1)CCN(C)C3 | 5.5% | 7% | 0.1% | 2.3 | 2.1 | 1.3 | i | -5 | 0.18 | 1204 | -1.3 | 1119 | -36% | -1.8 | 0.41 | -1.1 | 0.66 |
| NC(=O)CSc1nnc(-c2cccs2)n1-c1ccccc1 | 0.1% | 1% | -1.0% | 2.3 | 1.6 | 5.0 | i | 3 | 0.12 | 1651 | 1.3 | 1330 | 15% | -0.42 | -0.25 | -0.85 | 1.7 |
| NC(=O)N/N=C/C=C/c1ccc(F)cc1 | -2.1% | 0% | . | . | . | . | . | . | 0.35 | 1516 | 1.4 | 1075 | -4% | 0.56 | -0.29 | -0.15 | 0.32 |
| CC1=NN2C(=N)/C(=C\c3cc(C)n(Cc4ccccc4)c3C)C(=O)N=C2S1 | . | 9% | . | . | . | . | . | . | -0.25 | 1044 | 1.1 | 1248 | 11% | 0.022 | -0.22 | 0.18 | -0.21 |
| CCOC(=O)/C=c1\s/c(=C\c2ccccc2OC)c(=O)n1CC(=O)N1CCOCC1 | 9.1% | 11% | 3.9% | 3.3 | 1.5 | 8.6 | i | 13 | . | . | . | . | 5% | 0.39 | -0.18 | 0.79 | -0.84 |
| C=C(C)c1cccc(C(C)(C)NC(=O)N2CC(C)OC(C)C2)c1 (stereo unspecified) | 0.6% | -1% | 1.8% | 3.9 | 3.2 | 12 | i | 1 | -0.86 | 995 | -2.7 | 1214 | 0% | -1.2 | -0.23 | -0.0077 | 0.81 |
| NC(=O)c1nc(-c2cccs2)nc2c1[nH]c(=O)n2-c1ccc(F)cc1 | 0.5% | 12% | -1.2% | 4.6 | 2.0 | 9.7 | i | 41 | 0 | 1614 | 4.6 | 1031 | 8% | 0.042 | -0.2 | 0.47 | -0.1 |
| O=C(Cn1cc(C(F)(F)F)ccc1=O)N/N=C/c1cccc(Cl)c1Cl | 8.0% | 1% | -1.7% | 2.8 | 3.6 | 5.3 | i | -1 | 1.6 | 1220 | -2.1 | 486 | 1% | -0.25 | -0.3 | -0.56 | 0.51 |
| CC1=Nc2ccc(Br)cc2C(c2ccccc2)N1CC(=O)NN (stereo unspecified) | 0.2% | 6% | . | 2.9 | 1.9 | 2.4 | i | -25 | -0.16 | 1328 | 1.8 | 1073 | 27% | -0.47 | -0.31 | -0.28 | 1.3 |
| O=C(CCc1nnc(-c2ccc(-c3ccccc3)cc2)o1)NCCc1ccccn1 | 0.0% | . | -1.2% | 1.6 | 1.4 | 0.9 | i | -8 | -0.28 | 1381 | 1.3 | 941 | . | 0.17 | -0.19 | 0.62 | -0.46 |
| CCn1c(CC(C)C)n[nH]c1=S | 0.2% | 3% | 4.9% | 5.7 | 2.6 | 15 | i | 19 | . | . | . | . | 9% | -0.022 | -0.18 | 0.31 | 0.76 |
| CN(C)C(=O)c1ccc(OCC(F)(F)F)nc1 | 0.5% | 2% | . | . | . | . | . | . | 0.22 | 1475 | -4.0 | 1150 | 5% | 0.94 | -0.19 | 0.63 | -0.89 |
| O=C(/C=C/c1cccc(F)c1)Nc1cc(S(=O)(=O)N2CCOCC2)ccc1N1CCCC1 | -6.1% | 3% | 6.5% | 3.9 | 4.0 | 9.2 | i | -17 | 0.23 | 1269 | 0.5 | 947 | 8% | 0.85 | -0.23 | 0.12 | -0.48 |
| CCOC(=O)c1[nH]c2ccc(OC)cc2c1NC(=O)CN1CCSCC1 | -2.6% | 10% | -1.1% | 1.4 | 1.1 | 1.7 | i | -11 | -0.21 | 957 | -0.7 | 1161 | -43% | -0.46 | -0.22 | -0.19 | 0.57 |
| O=C(O)c1c2c(nc3ccc(S(=O)(=O)N4CCC(C(=O)NC5CCCCCC5)CC4)cc13)CCCC2 | -0.2% | 23% | -3.8% | 2.1 | 2.2 | 4.6 | i | -1 | 0.29 | 1320 | 0.0 | 1144 | 29% | -0.83 | -0.27 | -0.26 | 0.43 |
| CCOc1ccccc1N(CC(=O)N1CCCCCC1)S(C)(=O)=O | 0.1% | -6% | 5.7% | 2.2 | 2.7 | 23 | i | 4 | -0.82 | 1563 | 1.8 | 1006 | 6% | -0.21 | -0.051 | 0.056 | 1 |
| CC1CCc2cc(F)ccc2N1C(=O)c1cc2nc(-c3ccco3)cc(C(F)(F)F)n2n1 (stereo unspecified) | 0.0% | 10% | -1.8% | 2.8 | 3.6 | 0.4 | i | 8 | -0.94 | 1684 | -2.2 | 1036 | 10% | -0.27 | -0.27 | 0.087 | 0.68 |
| COC(=O)c1nnn(CC(=O)Nc2cccc(OC)c2)c1C(=O)OC | 0.2% | -2% | -1.3% | 1.7 | 1.1 | 10 | i | 0 | -0.2 | 822 | . | . | 12% | -0.55 | -0.17 | 0.0095 | 0.87 |
| CC(=O)NCCSCCNC(C)=O | -0.3% | 1% | -0.6% | 1.9 | 1.9 | 8.7 | i | -4 | 0.48 | 1091 | -0.7 | 1133 | 0% | -0.48 | -0.3 | 0.41 | 0.28 |
| COC(=O)/C(=N/Nc1cccc(C)c1)N1CCCc2ccccc21 | 1.1%[50 µM] | 8% | -2.2% | 6.4 | 2.0 | 7.0 | i | -4 | -0.44 | 2169 | -0.5 | 975 | 1% | -0.61 | -0.18 | -0.32 | 0.14 |
| Cc1cc(N/N=C/c2cccc([N+](=O)[O-])c2)nc(-n2nc(C)cc2C)n1 | 3.2% | -3% | . | . | . | . | . | . | -1.1 | 1266 | -2.1 | 1110 | 2% | -0.45 | -0.31 | -0.36 | 1 |
| Cc1ccc(C(C)C)c(OCC(=O)c2c(O)c3ccccc3oc2=O)c1 | -0.3% | . | . | 3.8 | 1.8 | 7.5 | i | 11 | . | . | . | . | . | 0.57 | -0.21 | 0.69 | 0.3 |
| CCOC(=O)CSc1nnc(-c2cccnc2)n1Cc1ccccc1 | 0.4% | -6% | . | 4.3 | 2.1 | 3.3 | i | -5 | 0.05 | 1081 | 0.3 | 962 | -1% | 0.72 | -0.19 | 0.31 | 0.65 |
